H9c2 TAG inh: inhibitors of triacylglycerol accumulation, primary screen, cell-based, uHTS, fluorescence, H9c2 | H9c2 cells, Nile Red lipid (TAG) fluorescence; cells loaded with 200 µM oleic acid | inhibition, % at 12.5 µM | 230,000 compounds, 0.66% hits;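 active = pattern-corrected inhibition of lipid staining of at least 50% with the nuclear-stain viability signal not falling by more than 50%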;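 note: 0% = DMSO wells and 100% = triacsin C control wells; some results filed as inactive read as strong as hits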
H9c2 TAG inh DAPI viability: also measured in H9c2 TAG inh; calls as there; DAPI nuclei signal change (viability), lower = more cytotoxic, %;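 whole-well DAPI fluorescence read on a plate reader as a viability signal; minus 50 percent equals half of cells still viable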
* hit, by the source's call. Some of the compounds tested; rates above refer to the full screens.

SMILES	H9c2 TAG inh	H9c2 TAG inh DAPI viability
Cc1cccc(NC(=S)NNC(=O)c2csc(C(C)C)c2)c1	-0.1	9.0
NC(=O)C1=NOC(CNc2ncc(C(F)(F)F)cc2Cl)C1 (stereo not drawn)	9.1	-1.6
Nc1cccc(-n2nncc2-c2ccccc2)c1	-19.9	19.7
Cc1ccc(C)c(N2N=C(C(=O)OCc3nnc(-c4ccccc4Br)o3)CCC2=O)c1	-1.0	1.3
CCN(CC)CCNC(=O)C(Cl)=C1C(Cl)=C(Cl)C(Cl)=C1Cl	77.9*	-48.1*
CC1Cc2ccccc2N1Cc1cc(=O)c(OCC(=O)NCCc2ccccc2)co1 (stereo not drawn)	-2.1	-3.2
COc1ccc(N(CN2C(=O)C3C4C=CC(C4)C3C2=O)C(=O)c2ccco2)cc1 (stereo not drawn)	-3.2	-5.9
CCOc1ccc(Oc2c(/C=N/NC(N)=O)c(C)nn2-c2ccccc2)cc1	-18.5	0.3
Cc1cc(C(F)F)n2ncc(C(=O)N3CCC(C(N)=O)CC3)c2n1	0.6	-14.2
COC(=O)[C@@H](N)Cc1ccc(O)c(O)c1	4.1	-6.9
Cn1cc(CNCCN2CCCCC2=O)c(-c2cccc(Cl)c2)n1	0.7	12.4
CCc1nc2ccc(C(=O)N(CC)CCN(C)C)cn2c1N(C)C(=O)c1cccc(OC)c1	13.0	-3.5
COc1ccc(NS(=O)(=O)c2ccc(NC(=O)c3ccc(CN4CCOCC4)cc3)cc2)cc1	-21.2	-5.8
O=C1NC(=O)C2(CCCC2C(=O)O)N1 (stereo not drawn)	-7.2	2.7
CS(=O)(=O)N(CCc1ccccc1)CC(=O)N1CCc2ccccc2C1	1.5	0.6
COc1ccc(N=C2SCC(c3ccc(C)cc3)=NN2CCO)cc1	-6.4	-0.5
O=C(Cn1c(C(F)(F)F)nc2ccccc21)Nc1ccccc1N1CCOCC1	-15.6	0.9
O=C(Cn1c(=O)c2ccccc2n(CC(=O)N2CCCCC2)c1=O)N1CCCCC1	-1.6	15.3
CN1C(=S)SC(/[N+]([O-])=C\c2ccccc2)C1(C)C (stereo not drawn)	5.1	-0.3
Cc1cc(O)c(NC(=O)c2cc([N+](=O)[O-])ccc2Cl)cc1C	1.4	-1.5
Cc1cc(C(=O)C(C)Cl)c(C)n1Cc1ccco1 (stereo not drawn)	-3.4	9.0
CCCCCCCCCCCCS[C@H]1CS(=O)(=O)C[C@@H]1O	-2.7	0.2
Cc1ccc(-n2cc(-c3ccccc3)c3c(N4CCOCC4)ncnc32)cc1	11.3	-9.3
CC(=O)c1ccc(N2CCN(C(=O)c3cc(-c4ccncc4)nc4ccc(Cl)cc34)CC2)cc1	17.2	-0.7
C[C@@H]1CCCCO[C@H](CN(C)C(=O)c2ccccc2)[C@@H](C)CN([C@H](C)CO)C(=O)c2cc(NC(=O)c3ccncc3)ccc2O1	-2.2	-0.3
(list continues)
SMILES	H9c2 TAG inh	H9c2 TAG inh DAPI viability
O=C(NCC1OCCc2ccccc21)c1cc(COc2c(F)cccc2F)on1 (stereo not drawn)	-5.8	-5.2
Cc1nc(NC(=O)COC(=O)[C@@H](NC(=O)c2ccco2)C(C)C)c(Cl)cc1Cl	23.6	-9.7
COc1ccc(C2C(C(=O)Nc3cc(C)on3)c3ccccc3C(=O)N2C)cc1OC (stereo not drawn)	0.0	2.8
Oc1ccc(C=NC2CCCCC2)c(O)c1	-1.4	-0.9
O=C(COC(=O)c1cccs1)Nc1cccc(S(=O)(=O)NC2=NCCCCC2)c1	4.6	-4.3
O=C(c1ccccc1-c1ccccc1)N1CCCCC1	-12.0	-4.5
CCOC(=O)C1(CCc2ccccc2)CCN(C(=O)c2cc(C)nc(C)n2)CC1	-26.5	2.6
O=C(COC(=O)COc1ccccc1F)Nc1ccc2c(c1)OCO2	-9.8	2.5
CCCCNC(=O)C1CC(=O)N(c2ccc(OC)cc2)C1c1ccc(OC)cc1 (stereo not drawn)	12.8	-10.9
COc1ccccc1OCc1ccc(C(=O)N2CCN(C(=O)c3ccco3)CC2)cc1	32.5	0.2
CCCCC1=CC2=CC(=O)C(C)(OC(=O)CC)C(=O)C2=CN1Cc1ccco1 (stereo not drawn)	-1.9	-6.5
CCN(CC(=O)Nc1c(F)cccc1F)C(=O)c1cc2ccccc2oc1=O	26.9	-7.5
CC1(C)O[C@@H]2[C@H](O1)[C@@H](CO)O[C@H]2n1c(N2CCCCC2)nc2c(N)ncnc21	4.1	-6.7
C=CC[C@@H](CC(=O)N[C@@H](CO)Cc1ccccc1)C(=O)N[C@@H](COC(=O)[C@@H](CC=C)Cc1ccc(F)cc1)Cc1ccccc1	16.2	-4.4
COc1ccc(S(=O)(=O)N2CCOCC2)cc1NC(=O)Cc1sc(C)nc1-c1ccc(F)cc1	15.8	-1.4
O=C(COC(=O)c1cc(Br)ccc1O)Nc1ccc2c(c1)OCCO2	-1.0	4.7
CCOC(=O)c1cnc(-n2cc(C)cn2)nc1Nc1ccccc1OC	9.9	-2.8
COc1ccc(/C=N/Nc2ncnc3sc4c(c23)CCCC4)cc1O	4.9	3.5
O=C1C=C(c2cc3ccccc3s2)C[C@@H](c2ccc(Cl)cc2)C1	8.2	1.8
CCN(C(=O)Cn1nc(C)c([N+](=O)[O-])c1C)C1CCS(=O)(=O)C1 (stereo not drawn)	8.5	8.5
CCOC(=O)[C@H]1[C@H]2COc3ccc(Br)cc3[C@@H]2N2C(=O)N(c3ccc(F)cc3)C(=O)[C@@]12C	-3.2	-9.3
CN1CCN(C(=O)C2=C[C@@H](c3ccccc3)C[C@@H](OCCCCO)O2)CC1	2.6	-12.5
Cc1nnc(N(Cc2ccccc2)C(=O)c2cnccn2)s1	13.7	-10.4
COc1ccc(/C=C/C(=O)N2CCN(S(=O)(=O)c3ccccc3Br)CC2)cc1OC	15.5	-15.1
Cc1ccc2cc(C)c(SCC(=O)NCc3ccco3)nc2c1	-1.1	16.6

Taken from the results shown for reference:
SMILES	H9c2 TAG inh	H9c2 TAG inh DAPI viability
O=C(NCC1OCCc2ccccc21)c1cc(COc2c(F)cccc2F)on1 (stereo not drawn)	-5.8	-5.2
Cc1nc(NC(=O)COC(=O)[C@@H](NC(=O)c2ccco2)C(C)C)c(Cl)cc1Cl	23.6	-9.7
COc1ccc(C2C(C(=O)Nc3cc(C)on3)c3ccccc3C(=O)N2C)cc1OC (stereo not drawn)	0.0	2.8
Oc1ccc(C=NC2CCCCC2)c(O)c1	-1.4	-0.9
O=C(COC(=O)c1cccs1)Nc1cccc(S(=O)(=O)NC2=NCCCCC2)c1	4.6	-4.3
O=C(c1ccccc1-c1ccccc1)N1CCCCC1	-12.0	-4.5
CCOC(=O)C1(CCc2ccccc2)CCN(C(=O)c2cc(C)nc(C)n2)CC1	-26.5	2.6
O=C(COC(=O)COc1ccccc1F)Nc1ccc2c(c1)OCO2	-9.8	2.5
CCCCNC(=O)C1CC(=O)N(c2ccc(OC)cc2)C1c1ccc(OC)cc1 (stereo not drawn)	12.8	-10.9
COc1ccccc1OCc1ccc(C(=O)N2CCN(C(=O)c3ccco3)CC2)cc1	32.5	0.2
CCCCC1=CC2=CC(=O)C(C)(OC(=O)CC)C(=O)C2=CN1Cc1ccco1 (stereo not drawn)	-1.9	-6.5
CCN(CC(=O)Nc1c(F)cccc1F)C(=O)c1cc2ccccc2oc1=O	26.9	-7.5
CC1(C)O[C@@H]2[C@H](O1)[C@@H](CO)O[C@H]2n1c(N2CCCCC2)nc2c(N)ncnc21	4.1	-6.7

Carrying on:
SMILES	H9c2 TAG inh	H9c2 TAG inh DAPI viability
CN(CCc1ccccc1)C(=O)c1ccc(NC(=O)Cc2ccc(NC(=O)C3CCCN(C(=O)CCc4ccccc4)C3)cc2)cc1 (stereo not drawn)	-29.7	6.4
CC(C)(Oc1ccc(Cl)cc1)C(=O)N1CCC(C(N)=O)CC1	6.0	5.9
CCn1c(C)nc2cc(C(=O)NNC(=O)Nc3ccc(Cl)cc3)ccc21	5.7	-4.0
C=CCNC(=O)C1CCN(c2cc(C)nc(-c3ccccc3)n2)CC1	10.3	-9.9
CCN(CC(=O)Nc1ccc(OC)cc1)C(=O)Cc1cccs1	-6.9	1.8
C=C(C)CC(NCc1ccco1)c1ccc(OC)cc1 (stereo not drawn)	8.4	6.4
Cc1c(C(C)O)nnn1-c1nonc1N (stereo not drawn)	20.7	-10.0
CCOc1ccc(S(=O)(=O)N/N=C(\C)Cc2ccc(OC)cc2)cc1	-7.0	8.5
O=C(Nc1ccccn1)c1sc2cccc(F)c2c1Cl	-7.4	9.4
COc1ccc(N(C(=O)c2ccncc2)S(=O)(=O)c2ccc(F)cc2)cc1	1.7	1.9
CCOc1ccc(OCCC(=O)OCC(=O)N2CCN(c3ccc(OC)cc3)CC2)cc1	14.5	-3.4
COc1cccc(NC(=O)c2cnc(SC)nc2)c1	-3.1	12.8
CC(=N\NC(=O)c1ccc([N+](=O)[O-])cc1)/C(=N/O)C(=O)Nc1ccccc1	-12.0	-2.3
Cc1ccc2oc(=O)c3cnn(CC(=O)N4CCc5ccccc5C4)c3c2c1	-7.4	-7.4
COC(=O)/C=C1/N/C(=N\c2nc(C)cc(C)n2)N(c2ccc(C)c(C)c2)C1=O	0.2	-5.2
Cc1ccc(C(=O)N2CCN(c3ncnc4c3cnn4-c3ccccc3)CC2)cc1	0.3	2.0
COC(=O)C1CCN(C(=O)c2cc(-c3ccco3)nc3ccccc23)CC1	-9.3	3.5
Cc1cc(C)nc(N2CCC(C(=O)Nc3ccc4c(c3)OCCO4)CC2)n1	-3.3	-9.1
COc1ccc(NS(=O)(=O)c2c(F)cccc2F)cc1S(=O)(=O)N1CCOCC1	2.6	-5.7
Cc1nc2cc(OC3(C)CCN(Cc4ccc(OC(F)(F)F)cc4)C3)ccc2s1 (stereo not drawn)	-11.6	2.5
O=C(c1cc(-c2cccnc2)nc2ccc(Br)cc12)N1CCN(c2ncccn2)CC1	13.5	6.4
O=C(Oc1ccc2c(=O)c(Cl)coc2c1)c1ccncc1	1.7	-11.7
COc1ccc([C@H]2C[C@H](O)[C@@H](n3cc(COC(=O)c4ccccc4)nn3)CN2CC2CCCCC2)cc1	8.9	4.5
COC(=O)c1ccccc1N(C)S(=O)(=O)c1cc2c(cc1C)OCC(=O)N2	-2.0	3.6
O=C1CSC(=Nc2ccccc2)N1Cc1ccccc1	-12.2	-9.5
(continued)
SMILES	H9c2 TAG inh	H9c2 TAG inh DAPI viability
COc1ccc(N2C(=O)CSC2c2ccccc2[N+](=O)[O-])cc1 (stereo not drawn)	-2.2	-3.0
O=C(Nc1ccccc1F)C1CCCC1	4.1	2.6
COC(=O)c1ccccc1S(=O)(=O)N1CCn2cccc2C1C (stereo not drawn)	18.5	-2.3
CCOC(=O)c1ccc2nc(NC(C)=O)sc2c1	-2.6	0.0
COc1ccc(NC(=O)CN(C)C(=O)Cc2c(C)nc3ccccc3c2C)cc1	-19.9	5.7
Cc1cc(C)nc(NC(=O)CCN2C(=O)c3ccccc3S2(=O)=O)n1	-1.1	-0.5
CCN(CC)CCCn1c2c(c(SCC(=O)Nc3ccc(OC(F)(F)F)cc3)nc1=O)CCC2	8.9	4.5
Nc1nonc1C(=O)NCCNC(=O)c1ccccc1F	0.8	-11.4
NC(=O)CC(NC(=O)c1ccccc1)c1ccc(NC2CCN(Cc3ccccc3)CC2)c([N+](=O)[O-])c1 (stereo not drawn)	0.5	4.9
COc1cccc2sc(NNC(=O)C3=COCCO3)nc12	-4.8	-0.4
Cc1cccc(NC(=O)c2cc(S(=O)(=O)N3CCCCC3)c[nH]2)c1C	0.8	0.4
Cc1ccc(CSC2=NCCN2C(=O)C2CC2)cc1	1.3	9.2
CN(c1cccc(NC(=O)CN2C(=O)c3ccccc3S2(=O)=O)c1)S(C)(=O)=O	-15.1	9.0
CC(NC(=O)CN(c1ccccc1F)S(C)(=O)=O)c1ccccc1 (stereo not drawn)	2.5	0.4
O=C1NC2c3c(Cl)sc(Cl)c3C(=O)C2O1 (stereo not drawn)	16.1	-2.8
CCC(C(=O)N1CCN(Cc2ccc3c(c2)OCO3)CC1)n1nnc2ccccc2c1=O (stereo not drawn)	5.3	3.6
OCCCNc1ncnc2c1ncn2[C@H]1CN(Cc2ccc(Cl)cc2)C[C@@H](CO)O1	8.4	-12.9
CCc1nc2c(OCC(=O)c3ccc(F)cc3)cccn2c1N(C)C(=O)C(C)C	-0.3	-7.0
N/C(=N/O)c1cccn1Cc1ccccc1[N+](=O)[O-]	0.5	-0.9
CCCc1cc(C(=O)OCC(=O)N(CCC)c2c(N)n(Cc3ccccc3)c(=O)[nH]c2=O)sc1C	-1.4	-2.8
COc1ccccc1C(=O)NC(=O)COC(=O)CNC(=O)c1ccccc1	16.5	-1.0
COc1ccc(CCN(C)Cc2nc(-c3cnccn3)no2)cc1OC	-2.9	-1.1
CCOc1ccccc1NC(=O)COC(=O)C1COc2ccccc2O1 (stereo not drawn)	19.3	-9.5
CCN(CC(=O)Nc1ccc(NC(C)=O)cc1)C(=O)c1cc2c(s1)CCCC2	15.1	-6.6
C[C@@H]1CN([C@H](C)CO)C(=O)CCCn2cc(nn2)CO[C@H]1CN(C)S(=O)(=O)c1cccc(F)c1	-0.6	-2.8
(listing goes on)
SMILES	H9c2 TAG inh	H9c2 TAG inh DAPI viability
O=C1COc2cc(S(=O)(=O)CCC(=O)N3CCCCC3)c(Cl)cc2N1	1.5	-3.4
CCCn1c(N2CCN(C)CC2)nc2c1c(=O)[nH]c(=O)n2C	3.0	-1.0
O=C(NCC1CC1)[C@]1(C(F)(F)F)C[C@H](CCC2CCCCC2)CCCO1	5.1	4.3
COC(=O)c1[nH]c2ccccc2c1NC(=O)CN1CCCc2ccccc21	18.7	1.4
Oc1[nH]c2ccccc2c1N=NC(=S)NCCc1ccccc1	3.3	6.4
Cc1cc(F)ccc1NC(=O)C1CSC2(C)CCC(=O)N12 (stereo not drawn)	6.4	3.8
Nc1nnc(SCc2ccccc2F)n1-c1ccccc1	-21.8	-2.8
Cc1nc(NCCc2ccc(O)cc2)c2nnn(Cc3ccccc3)c2n1	-13.8	-1.7
CC(C)CNS(=O)(=O)c1ccc(CCC(=O)N2CCCC2)cc1	14.4	1.4
Cc1cccc(CSc2nnc(-c3ccco3)n2C)c1	-13.5	-17.9

Bioassay records: PubChem, Sanford-Burnham Center for Chemical Genomics
